Assay outcomes from PubChem BioAssay.
PLCg1 inh: inhibitors of human phospholipase C gamma1; purified PLC-gamma1, fluorogenic substrate, fluorescence; inhibition, % at 12.2 µM; AID 720700; P19174; actives 0.84% (n = 370,000); in the data active = inhibition above about 9.5%
Tn7 DDE FP: inhibitors of Tn7 peptide binding to human fibrin DD(E). P02675. FP displacement of FITC-Tn7 peptide from fibrin DD(E); 0% = median of compound wells per plate. inhibition, % at 8.3 µM. actives 0.13% (n = 370,000). AID 720508;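 active = inhibition above the mean of compounds falling within the control limits plus 3 SD of them, cut at about 14% in these data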;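 note: 0% = plate median of compound wells and 100% = 10 µM Aha-Tn7 peptide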
Target sequence (P02675 whole entry, looked up): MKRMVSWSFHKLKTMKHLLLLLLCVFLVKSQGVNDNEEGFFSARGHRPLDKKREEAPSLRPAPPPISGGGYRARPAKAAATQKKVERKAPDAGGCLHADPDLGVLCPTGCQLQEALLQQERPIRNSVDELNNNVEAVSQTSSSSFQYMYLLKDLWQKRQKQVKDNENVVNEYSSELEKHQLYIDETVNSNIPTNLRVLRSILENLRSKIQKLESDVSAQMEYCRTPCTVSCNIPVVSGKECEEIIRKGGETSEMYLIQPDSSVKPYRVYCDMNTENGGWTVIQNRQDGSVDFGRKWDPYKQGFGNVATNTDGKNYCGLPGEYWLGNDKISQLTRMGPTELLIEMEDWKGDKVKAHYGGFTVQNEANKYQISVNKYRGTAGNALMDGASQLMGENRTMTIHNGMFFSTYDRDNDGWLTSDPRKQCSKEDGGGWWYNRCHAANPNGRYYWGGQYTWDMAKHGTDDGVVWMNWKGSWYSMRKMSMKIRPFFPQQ
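Assay system: human fibrin DD(E). Input: DD(E) 2 µM final. Medium: Tris buffer with calcium and detergent, pH 7.8. Compound dosing: single point at 8.3 µM. Timing: 10 min plus 3 h, room temperature. Technique: fluorescence polarization of the labelled Tn7 tracer. Read-out: percent inhibition. Replicates: singlicate testing.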
ASAP1 inh: ASAP1 ArfGAP inhibition; Q9ULH1; ASAP1-stimulated ARF1 GTP hydrolysis, GDP FP detection; inhibition, % at 16.5 µM; actives 0.19% (n = 360,000); AID 624377; in the data active = inhibition above about 25%;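 note: 0% = vehicle with enzyme and substrate and 100% = no enzyme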
Target sequence (Q9ULH1 325-724 limits assumed): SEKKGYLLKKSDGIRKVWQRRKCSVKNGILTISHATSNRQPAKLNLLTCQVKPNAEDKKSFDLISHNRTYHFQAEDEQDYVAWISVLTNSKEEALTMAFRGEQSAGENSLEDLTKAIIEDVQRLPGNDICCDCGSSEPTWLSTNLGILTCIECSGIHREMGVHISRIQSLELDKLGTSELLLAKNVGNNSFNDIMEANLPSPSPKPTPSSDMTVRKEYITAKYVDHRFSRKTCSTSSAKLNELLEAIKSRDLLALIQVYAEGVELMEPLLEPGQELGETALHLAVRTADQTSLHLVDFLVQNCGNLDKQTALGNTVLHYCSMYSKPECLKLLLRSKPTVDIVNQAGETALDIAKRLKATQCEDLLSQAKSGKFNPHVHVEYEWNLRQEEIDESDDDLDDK
UHRF1 binding: human UHRF1 methylated DNA binding inhibitors | Q96T88 | UHRF1 binding to methylated oligo, TR-FRET | inhibition, % at 4.4 µM | actives 0.75% (n = 370,000) | AID 687016; in the data active = inhibition above about 21%;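 note: UHRF1 SRA domain binding a hemimethylated CpG hairpin DNA probe; 0% = median of test compound wells and 100% = reference inhibitor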
Tn6 DDE FP: inhibitors of Tn6 peptide binding to human fibrin DD(E); Fibrin DD(E) TRITC-Tn6 fluorescence polarization displacement; inhibition, % at 8.3 µM; AID 720509; P02675; actives 0.21% (n = 370,000);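 active = inhibition above a per-campaign cutoff: mean of compounds within control limits plus 3 SD, cut at about 15% in these data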;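 note: 0% = median of all compound wells on the plate and 100% = blocking peptide control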
sPLA2-III inh: Blocks human group III sPLA2 activity; QFRET BODIPY PC-A2 liposome hydrolysis, fluorescence; actives 0.56% (n = 370,000); AID 743126; inhibition, % at 12.2 µM; Q9NZ20;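 active = inhibition above mean plus 3 SD of compounds lying within the high and low control bounds, cut at about 19% in these data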;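 note: 0% = median of test compound wells and 100% = no enzyme DMSO wells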
Rev-erbA mod: modulators of human Rev-erb alpha DNA binding | P20393 | Rev-erbα–FITC-DNA binding, fluorescence polarization, 90 min | activity, % at 10 µM | actives 0.79% (n = 370,000);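 active = activity above about 14%, limit read from the data; passing the limit was not always enough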;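 note: 0% = DMSO wells with 35 nM protein and 100% = DMSO wells with 750 nM protein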
proKLK7 act: activates the human kallikrein-7 zymogen; P49862; purified proKLK7, EDANS-DABCYL substrate fluorescence; 100% is mature enzyme control, 0% vehicle; activation, % at 7 µM; actives 0.9% (n = 370,000); AID 652039;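 active = activation above the mean of all tested compounds plus 3 SD, computed per campaign excluding outliers beyond control limits, cut at about 13% in these data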
ARFGAP1 inh: rat ARFGAP1 inhibition; inhibition, % at 16.5 µM; Q62848; Arfgap1-stimulated ARF1 GTP hydrolysis, GDP FP detection; actives 0.26% (n = 360,000);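 active = inhibition above a per-plate limit, mean inhibition of low control wells plus 3 SD, cut at about 25% in these data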;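 note: 0% = DMSO wells with enzyme and 100% = wells lacking Arfgap1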
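material = rat Arfgap1 catalytic domain, aa 1-136 | also added = human ARF1(Δ1-17)-GTP substrate | compound dosing = one concentration, 16.5 µM, DMSO 1.26% | times = GTP hydrolysis reaction 2 h at 25 °C | measured by = FP, GDP Alexa 633 tracer displaced from anti-GDP antibody, 620/688 nm | evaluation = percent inhibition of Arfgap1-stimulated GTP hydrolysis | replication = single well per compound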
PLC-beta3 inh: PLC-beta3 (human) inhibition, primary screen | Q01970 | Purified PLC-beta3, fluorogenic substrate, fluorescence | inhibition, % at 12.2 µM | actives 0.18% (n = 370,000); in the data active = inhibition above about 11%;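 note: 0% = median of compound wells on plate and 100% = full blocker control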
Active calls of the source: *; i = inactive; · = no result given.

SMILES	PLCg1 inh	Tn7 DDE FP	ASAP1 inh	UHRF1 binding	Tn6 DDE FP	sPLA2-III inh	Rev-erbA mod	proKLK7 act	ARFGAP1 inh	PLC-beta3 inh
COc1ccccc1CNC(=O)COC(=O)CCN=C1NS(=O)(=O)c2ccccc21	0	-1	4	7	-5	-1	-2	0.2	-8	-7
CC(NC(=O)C(c1ccccc1)c1ccccc1)c1ccc(S(N)(=O)=O)cc1 (stereo not drawn)	1	-5	10	-1	-1	-5	-2	0.5	11	-6
Cc1coc2cc3oc(=O)cc(C)c3cc12	-189	-4	9	-12	-11	4	-3	6.0	-10	-201
Cc1cc(C(=O)Nc2ccc(Cl)cc2)c2ccccc2n1	-2	0	-10	-1	6	-6	-2	0.3	-3	-5
CC(=O)Nc1ccc(NC(=O)COC(=O)c2cc(S(=O)(=O)N3CCCC3)ccc2O)cc1	-3	-3	2	-1	2	0	3	0.7	0	-9
Cc1ccc(NC(=O)N2CCCN(Cc3ccc(F)cc3)C2)cc1C	-2	-2	4	1	9	-2	4	-0.3	3	5
CCn1ncc(/C=C/C(=O)Nc2c(C)nn(CC)c2C)c1C	1	1	-10	-1	-8	6	-3	-0.5	-2	0
NC(=S)c1cc2ccc(O)cc2oc1=O	i	-1	2	-6	0	2	-5	24*	0	i
CNC(=O)N(O)C1N(/N=C/c2ccc(N(C)C)cc2)C(=S)SC1(C)C (stereo not drawn)	-8	-2	-3	0	2	4	5	0.5	13	-17
NC(=O)c1cnn(C2CCS(=O)(=O)C2)c1 (stereo not drawn)	-1	-7	16	0	1	-1	1	-0.3	10	1
CC(=O)OC(C)CS(=O)(=O)c1ccccc1 (stereo not drawn)	2	-5	8	0	-1	0	-5	-0.2	1	-1
CN1CCC(C2(O)c3ccccc3CCc3ccccc32)CC1	0	-7	11	0	-6	-11	4	-0.1	3	0
Cc1ccccc1NC(=O)Cc1nc(COC(=O)COc2ccc(C(C)(C)C)cc2)cs1	5	2	4	-5	-2	-58	5	0.2	15	-6
Cc1cc(=O)oc2cc(NC(=O)COc3cccc(C(F)(F)F)c3)ccc12	-202	0	1	56*	-6	8	11	4.3	1	-229
CCOC(=O)N1CCN(C(=O)C(CC(C)C)NS(=O)(=O)c2ccc3c(c2)oc(=O)n3C)CC1 (stereo not drawn)	3	-4	-5	-1	-2	0	6	0.3	7	3
COc1ccc(-c2cnc(C(O)c3ccc(C(C)(C)C)cc3)[nH]2)cc1 (stereo not drawn)	-11	-2	3	-2	-5	-1	-4	0.4	-4	-16
COC(=O)c1cc2sccc2n1CC(=O)Nc1ccc(OC)c(OC)c1OC	-1	4	-1	-1	-4	-6	3	0.1	6	-1
Nc1c(C(=O)Nc2ccccc2)sc2nc3c(c(-c4ccco4)c12)CCC3	-71	1	-5	-1	-1	6	-2	-0.1	-5	-71
Cc1ccc(C)c(NC(=O)CSc2nnc(-c3ccco3)o2)c1	1	-2	-6	1	13	1	2	0.0	-8	0
CC1(C(=O)OCC(=O)Nc2cc(S(=O)(=O)N3CCOCC3)ccc2Cl)CC1(Cl)Cl (stereo not drawn)	7	4	-2	5	4	-2	7	0.2	-6	-15
O=C(c1ccccc1)n1ccc(-c2cnc(-c3ccccc3)s2)n1	-173	-1	-3	1	2	-8	9	-5.1	-6	-218
COc1ccccc1C1CCN(Cc2ccccc2)CC1	-1	-8	-4	2	0	-3	-2	-0.2	6	-5
O=C(CN(Cc1ccccc1F)C(=O)Cn1nnc(-c2cccs2)n1)NC1CCCCC1	1	3	-1	-3	5	1	0	0.5	2	1
COc1ccccc1-c1nnc(SCC(=O)N2CCC(C)CC2)o1	2	-3	5	1	-3	9	0	-0.3	2	2
CCN(C(=O)CSc1nnc(Cn2nnc3ccccc32)o1)c1nc(-c2ccccc2)cs1	0	-7	-5	0	4	-6	4	0.2	2	0
O=C(C[n+]1ccccc1)N/N=C/c1ccccc1F	0	10	-5	-2	2	0	-3	-0.1	-9	-2
COc1cc(C2C3=C(CCCC3=O)OC3=C2C(=O)CCC3)ccc1OCC(=O)Nc1ccccc1	-2	5	1	-2	3	-6	3	0.3	2	-6
CC1CCN(S(=O)(=O)c2ccc(NC(=O)c3cccs3)cc2)CC1	-1	1	4	-2	-8	-29	-4	0.1	12	-1
CC(=O)c1cnc2nc(SCc3ccc(Cl)cc3)nn2c1C	-5	3	-3	2	-4	-37	1	-0.1	-4	-8
COc1ccc(C(=O)n2nc(-c3ccccc3)nc2SC)cc1	2	0	3	-1	-2	-3	3	-0.5	13	-3
COc1ccc([N+](=O)[O-])cc1NC(=S)NC(NC(=O)C(c1ccccc1)c1ccccc1)C(Cl)(Cl)Cl (stereo not drawn)	12*	-6	19	4	1	1	9	0.1	-7	8
CCC(=O)c1cccc(-c2ccccc2)c1CC	1	-3	-4	-1	0	4	2	-0.2	3	0
Cc1ccc(NC(=O)CSc2ccc(-c3ccccn3)nn2)cc1	0	0	-9	-2	-2	-1	-3	-0.3	9	-4
O=C(Nc1nnc(S(=O)(=O)N2CCCCC2)s1)c1ccc(Cl)cc1	-4	0	-14	-4	-1	1	1	-0.3	0	-6
O=Cc1ccc(C(=O)OCC(=O)N2CCCC2)cc1	1	5	-4	5	-3	11	0	-0.5	-12	-11
CCOC(=O)c1cccc(NC(=O)COC)c1	-6	0	10	2	2	4	-2	0.3	-10	1
O=C(Nc1c2c(nn1-c1ccc(F)cc1)CS(=O)C2)C12CC3CC(CC(C3)C1)C2 (stereo not drawn)	5	-1	6	6	2	5	-5	-0.2	14	5
Cc1ccn2c(-c3n[nH]c(=S)n3Cc3ccccc3)c(C)nc2c1	3	-4	-6	2	9	-3	0	-0.1	-5	3
O=Cc1c(NCc2ccc(Cl)cc2)c2ccccc2[nH]c1=O	1	-2	-4	5	-2	-4	-2	-0.5	-5	-11
COCCNC[C@@]12CO[C@H](c3ccc(Cl)cc3)N1[C@@H](c1ccc(Cl)cc1)SC2	1	-2	·	-1	9	-10	-2	·	·	-1
COc1ccc(CNC(=O)C(c2ccncc2)N(C(=O)Cc2cccs2)c2ccccc2)cc1 (stereo not drawn)	3	2	6	5	-6	13	2	0.2	2	-2
O=C(CCCN1C(=O)c2ccccc2C1=O)Nc1nnc(C2CC2)s1	-3	3	1	-4	-1	2	-2	0.2	-1	0
COc1ccccc1NC(=O)Cn1c(CN2CCCCC2)nc2ccccc2c1=O	-3	2	3	1	-3	1	1	-0.2	3	-5
Cc1noc(C)c1COc1ccc(C(=O)NCC2CCCO2)cc1 (stereo not drawn)	0	1	0	0	-2	6	-1	-0.4	6	-5
COc1ccnc(Nc2cccc(C)c2)c1C#N	-3	-5	-4	0	-4	3	0	-0.7	-4	-1
C/C(=N/NC(=O)Cc1c(C)[nH][nH]c1=O)c1ccc(O)cc1	-1	-2	3	-1	-8	13	-2	0.1	8	-3
O=C(Nc1ccn(Cc2ccc(Cl)cc2)n1)c1ccccc1	0	1	4	-2	-2	-1	-1	0.2	-3	-6
COc1ccc([C@H]2CC(=O)C=C(c3cc(C=O)ccc3OC)C2)cc1	0	0	-4	2	-2	2	-2	1.0	4	-9
COc1cccc(-c2ccc3c(N)c(C(=O)NC4CC4)sc3n2)c1	i	-2	-10	-3	-4	-4	1	-1.9	4	i
COc1ccccc1CNc1nc(NCc2ccc(C(C)C)cc2)c2sccc2n1	0	2	4	3	5	-19	4	-0.2	5	0
Further structures
SMILES	PLCg1 inh	Tn7 DDE FP	ASAP1 inh	UHRF1 binding	Tn6 DDE FP	sPLA2-III inh	Rev-erbA mod	proKLK7 act	ARFGAP1 inh	PLC-beta3 inh
O=C(c1sc2ccccc2c1Cl)N(Cc1ccccc1)C1CCS(=O)(=O)C1 (stereo not drawn)	1	-7	11	2	-4	-8	3	-0.1	-1	0
CC(C)Cc1ccc(/C=C/C(=O)N2CCOCC2)cc1	-11	10	-11	-3	-1	-3	1	0.8	1	-10
CN(C)c1cc[n+](Cc2c(Cl)cccc2Cl)cc1	3	6	1	-1	9	0	·	1.2	-4	-1
COC(=O)COc1ccc(C2Nc3c(Cl)ccc(C(=O)O)c3C3C=CCC32)cc1 (stereo not drawn)	-138	-6	0	46*	3	-16	0	1.2	2	-164
CN[C@H](C(=O)NC[C@H]1O[C@@H](n2cnc3c(N)ncnc32)[C@H](O)[C@@H]1O)[C@@H](C)OCc1ccccc1	1	0	11	-1	0	-3	-5	0.3	13	-2
